Assay outcomes (PubChem)
SENP6 block – blocks the human protease SENP6; Recombinant SENP6 catalytic domain, aminoluciferin luminescence; inhibition, % at 10 µM; hit rate 1.8% among 330,000;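 active means inhibition above about 50% at the single tested dose, limit read from the data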;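 further: plate controls were DMSO wells with enzyme for no effect and DMSO wells lacking enzyme for full effect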
SENP1 inh – inhibitors of human SENP1 SUMO protease catalytic domain | Q9P0U3 | AID 624204 | inhibition, % at 10 µM | hit rate 0.21% among 360,000 | recombinant SENP1 catalytic domain, CyPet-SUMO1-YPet FRET cleavage;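 active means inhibition at least 30% at 10 µM, raw YFP signal under a set limit, fluorescence ratio 0.5 to 1.5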;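 further: 0% = enzyme with DMSO and 100% = no enzyme wells; some results filed as inactive read as strong as hits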
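Test system: recombinant human SENP1 catalytic domain, His6-tagged / Medium: pH 8 Tris buffer with EDTA, NaCl, BME, BSA, NP40, catalase / Also added: SUMO1 FRET substrate flanked by Cypet and Ypet, 25 nM / Times: 50 min reaction at room temperature / Signal: FRET, CFP and YFP emission / Control set: no-enzyme low control and enzyme-plus-DMSO high control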
Apaf-1 inh – blocks human Apaf-1 apoptosome activity; O14727; inhibition, % at 20 µM; hit rate 0.71% among 330,000; AID 489030; reconstituted apoptosome caspase-3 activity, DEVD-Rh110 fluorescence; active means inhibition of at least 40% at 20 µM;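 further: plate controls were DMSO wells for no effect and DEVD-CHO caspase inhibitor wells for full effect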
Target sequence (O14727 whole entry, looked up): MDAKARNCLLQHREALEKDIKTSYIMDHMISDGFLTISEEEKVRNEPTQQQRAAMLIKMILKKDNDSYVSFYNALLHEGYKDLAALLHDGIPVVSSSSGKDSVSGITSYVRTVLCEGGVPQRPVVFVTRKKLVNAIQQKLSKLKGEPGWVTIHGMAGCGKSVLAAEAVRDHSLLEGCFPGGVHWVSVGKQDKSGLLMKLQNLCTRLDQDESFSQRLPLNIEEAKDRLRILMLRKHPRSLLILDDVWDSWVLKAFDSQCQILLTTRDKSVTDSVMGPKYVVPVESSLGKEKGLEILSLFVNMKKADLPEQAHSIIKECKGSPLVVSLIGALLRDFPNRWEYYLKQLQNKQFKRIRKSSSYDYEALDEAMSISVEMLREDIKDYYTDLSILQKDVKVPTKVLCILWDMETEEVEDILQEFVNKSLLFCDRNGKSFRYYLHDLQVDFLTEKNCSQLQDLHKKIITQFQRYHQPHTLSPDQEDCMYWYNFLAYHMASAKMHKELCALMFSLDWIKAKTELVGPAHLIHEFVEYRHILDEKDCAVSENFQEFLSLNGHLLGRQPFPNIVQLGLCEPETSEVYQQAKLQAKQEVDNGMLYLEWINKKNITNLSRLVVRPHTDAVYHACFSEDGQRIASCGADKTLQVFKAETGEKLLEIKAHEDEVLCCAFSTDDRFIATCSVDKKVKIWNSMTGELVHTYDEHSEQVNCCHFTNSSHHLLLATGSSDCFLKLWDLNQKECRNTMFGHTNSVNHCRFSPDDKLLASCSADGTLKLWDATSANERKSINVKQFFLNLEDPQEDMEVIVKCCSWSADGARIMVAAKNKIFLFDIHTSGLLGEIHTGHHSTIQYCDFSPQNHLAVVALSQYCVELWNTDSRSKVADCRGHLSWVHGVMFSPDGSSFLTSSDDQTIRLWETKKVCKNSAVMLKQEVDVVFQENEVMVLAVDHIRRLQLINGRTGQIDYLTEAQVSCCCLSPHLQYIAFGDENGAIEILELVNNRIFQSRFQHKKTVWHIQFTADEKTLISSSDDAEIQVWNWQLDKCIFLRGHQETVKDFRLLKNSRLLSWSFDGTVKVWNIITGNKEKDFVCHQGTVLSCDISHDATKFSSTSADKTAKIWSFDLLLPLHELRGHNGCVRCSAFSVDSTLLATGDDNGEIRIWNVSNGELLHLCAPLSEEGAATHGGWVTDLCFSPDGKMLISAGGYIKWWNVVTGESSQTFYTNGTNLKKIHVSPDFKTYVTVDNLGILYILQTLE
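Medium: Hepes buffer, pH 7.5 / System: biochemical Apaf-1 apoptosome reconstitution / Measured by: Rh110 fluorescence, excitation 480 nm, emission 540 nm / Times: compound with Apaf-1, dATP, procaspase-3 30 min, then 50 min reaction, room temperature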
SENP8 block-1 – SENP8 (human) protease inhibition. hit rate 0.64% among 360,000. inhibition, % at 20 µM. recombinant SENP8, Nedd8 substrate fluorescence. AID 602440; in the data active means inhibition mostly above about 40%, no sharp cut-off; inactive means mostly below about 27%
HKDC1 inh – blocks human hexokinase HKDC1 activity; Q2TB90; recombinant HKDC1, G6PDH/diaphorase resazurin coupled fluorescence; inhibition, % at 20 µM; hit rate 0.16% among 340,000;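 active means inhibition above about 35% when tested at 20 µM, limit read from the data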;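 further: plate controls were DMSO wells with enzyme for no effect and DMSO wells lacking enzyme for full effect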
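System: Recombinant HKDC1 hexokinase | Amount: HKDC1 at 5 µg/mL | Reagent: Glucose with 1 mM ATP | Doses: Single 20 µM dose | Incubation: Reaction time 90 min, room temperature, protected from light | Signal: Coupled resazurin fluorescence, excitation 525 nm, emission 613 nm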
SENP7 block – blocks the human protease SENP7; Q9BQF6; recombinant SENP7, Z-RLRGG-aminoluciferin luminescence, 40 min; inhibition, % at 5 µM; hit rate 1.5% among 330,000;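 active means inhibition above about 50% at the single test dose, limit read from the data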;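 further: plate controls were DMSO with enzyme for no effect and no enzyme buffer wells for full effect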
PfG6PD inh – PfG6PD (Plasmodium falciparum) enzyme inhibition; PfGluPho enzyme, NADPH resazurin-diaphorase fluorescence; inhibition, % at 20 µM; hit rate 0.78% among 350,000;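 active means inhibition reaching at least a set limit at 20 µM in the primary screen, cut at about 59% in these data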;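 further: 0% = DMSO wells with substrate and 100% = DMSO wells lacking glucose-6-phosphate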
SENP8 block-2 – inhibitors of human SENP8 protease; AID 2540; Q96LD8; hit rate 1.2% among 330,000; purified SENP8, Z-RLRGG-aminoluciferin cleavage, luminescence; inhibition, % at 10 µM; in the data active means inhibition above about 50%
An asterisk follows results filed as active; nt = no result given. Not all compounds are listed. The share of hits here may be higher or lower than overall.

SMILES	SENP6 block	SENP1 inh	Apaf-1 inh	SENP8 block-1	HKDC1 inh	SENP7 block	PfG6PD inh	SENP8 block-2
COc1ccc(-n2c(O)c(/C=C/C=Nc3ccccc3)c(=O)[nH]c2=O)cc1	0	-30	2	20	4	-2	-7	-1
CCOc1c(Cl)cc(CNC(C)C(O)c2ccccc2)cc1OC (stereo unspecified)	3	1	-3	30	-12	12	-9	0
CC(C)N1CCN(Cc2c[nH]c3ccccc23)CC1CCO (stereo unspecified)	-15	-1	2	12	-7	11	-6	-3
COC(=O)C1=C(c2ccc(Cl)c(C(F)(F)F)c2)C[C@@H]2CC[C@H]1N2C(=O)N1CCC(C)CC1	-12	1	32	5	3	-4	10	-7
CN1CCN(S(=O)(=O)c2ccc(Cl)nc2)CC1	5	1	0	18	-8	6	0	5
CC(=NCCC(c1ccccc1)c1ccccc1)c1c(O)n(C)c(=O)n(C)c1=O	-1	0	22	16	-6	4	10	2
Cc1cc(OCC(=O)OC(C)C)c2c3c(c(=O)oc2c1)CCCC3	4	3	9	-106	0	8	-19	-5
CCN1C(=O)CC(c2cccnc2)=Nc2ccccc21	-16	0	0	0	-5	-9	-1	-11
CC(=NCCN1CCOCC1)c1c(O)n(C2CCCCC2)c(=O)[nH]c1=O	3	-6	-10	16	4	4	-13	5
NC(Cc1ccccc1)c1nc(-c2ccccc2)no1 (stereo unspecified)	-5	1	-11	17	-8	-5	7	-8
O=[N+]([O-])c1cccc(CN2CCN(Cc3ccc(Br)cc3)CC2)c1	-5	2	-5	14	-1	-3	5	-1
COc1ccc(-c2[nH]ncc2CNC(C)Cc2cccc(C)n2)cc1F (stereo unspecified)	-14	-2	-17	35	1	1	4	-1
C=CCn1c(O)c(/C(C)=N/N2CCN(C)CC2)c(=O)[nH]c1=O	-8	1	-9	6	-5	-8	9	-9
CC(O)C1C=CC=CC(=O)OC2CC3OC4C5OC5(C)CCC4(COC(=O)C4OC4(C)C(O)CO1)C2(C)C31CO1 (stereo unspecified)	nt	0	nt	9	-4	nt	21	nt
CN1C(=O)N(C)C(=O)C(CCc2ccncc2)(CCc2ccncc2)C1=O	-3	0	-5	8	-6	1	4	8
CN1CCN2c3ccc(N)cc3CC3(C(=O)NC(=O)NC3=O)C2C1 (stereo unspecified)	nt	5	nt	11	15	nt	7	nt
Cc1ccc(NP(=O)(Oc2ccccc2)Oc2ccccc2)cc1	nt	3	nt	23	1	nt	-12	nt
OCC#CC[N+]1(CC#Cc2ccccc2)CCOCC1	-11	3	-14	9	-11	-3	4	-2
CCC1=Nc2cc(C(=O)N3CCC4(CC3)OCCO4)ccc2Sc2ccc(C)cc21	-4	-2	10	2	7	7	18	-3
NC(=S)N/N=C/c1coc2ccccc2c1=O	19	-3	0	5	-5	13	-7	7

Entries from the list above containing an NH in an aromatic ring (five):
SMILES	SENP6 block	SENP1 inh	Apaf-1 inh	SENP8 block-1	HKDC1 inh	SENP7 block	PfG6PD inh	SENP8 block-2
COc1ccc(-n2c(O)c(/C=C/C=Nc3ccccc3)c(=O)[nH]c2=O)cc1	0	-30	2	20	4	-2	-7	-1
CC(C)N1CCN(Cc2c[nH]c3ccccc23)CC1CCO (stereo unspecified)	-15	-1	2	12	-7	11	-6	-3
CC(=NCCN1CCOCC1)c1c(O)n(C2CCCCC2)c(=O)[nH]c1=O	3	-6	-10	16	4	4	-13	5
COc1ccc(-c2[nH]ncc2CNC(C)Cc2cccc(C)n2)cc1F (stereo unspecified)	-14	-2	-17	35	1	1	4	-1
C=CCn1c(O)c(/C(C)=N/N2CCN(C)CC2)c(=O)[nH]c1=O	-8	1	-9	6	-5	-8	9	-9

Copied from the results shown (3 entries):
SMILES	SENP6 block	SENP1 inh	Apaf-1 inh	SENP8 block-1	HKDC1 inh	SENP7 block	PfG6PD inh	SENP8 block-2
OCC#CC[N+]1(CC#Cc2ccccc2)CCOCC1	-11	3	-14	9	-11	-3	4	-2
CCC1=Nc2cc(C(=O)N3CCC4(CC3)OCCO4)ccc2Sc2ccc(C)cc21	-4	-2	10	2	7	7	18	-3
NC(=S)N/N=C/c1coc2ccccc2c1=O	19	-3	0	5	-5	13	-7	7

Following part:
SMILES	SENP6 block	SENP1 inh	Apaf-1 inh	SENP8 block-1	HKDC1 inh	SENP7 block	PfG6PD inh	SENP8 block-2
O=[N+]([O-])c1ccc(-c2ccccc2)c([As](=O)(O)O)c1	3	1	4	14	2	5	0	-2
CC1CCC/C=C/C2CC(O)CC2C(O)/C=C/C(=O)O1 (stereo unspecified)	-22	1	9	19	2	-7	0	-6
O=C1Nc2ccc(Br)cc2C(c2ccccc2)=NC1O (stereo unspecified)	-7	1	6	15	1	-5	-13	-8
CCOc1ccc(N2C(=O)CC(=O)NC2=O)cc1	-5	-3	0	11	-3	1	-16	-13
Cc1ccccc1OP(N)(=O)Oc1ccccc1C	-3	-1	5	16	-13	-1	-2	-5
CCC[N+]12CCC(CC1)C(=C(c1ccccc1)c1ccccc1)C2	-11	0	15	31	5	-8	-17	-7
CCOc1ccccc1-n1c(O)c(C=NCCCn2ccnc2)c(=O)[nH]c1=O	12	-1	-14	8	-2	-1	-13	8
COc1cc(CCN)ccc1O	4	0	-7	-1	-4	6	-11	8
O=C1C(=O)c2cccc3cccc1c23	31	0	8	18	11	9	0	6
CN1CCC(N(C)c2ncnc3ccc(Br)cc23)CC1	nt	-3	nt	8	-5	nt	-3	nt
Cc1ccc2c(c1)C1CN(C)CCC1N2C(=O)c1ccc(Br)o1 (stereo unspecified)	-12	-1	10	14	-1	-7	5	-6
CCC(=O)N1c2ccc(S(=O)(=O)CCC(=O)N3CCC4(CC3)OCCO4)cc2CC1C (stereo unspecified)	-7	1	9	9	0	-10	-7	-7
O=C1NC(=O)C(Sc2ccccc2[N+](=O)[O-])C(=O)N1	9	32*	12	40	-4	4	50	4
NCCc1ccc(S(=O)(=O)F)cc1	-8	1	-2	3	-8	-6	-7	-9
CN1CCN(CCC(C#N)(c2ccccc2)c2ccccc2)CC1	-3	-2	5	17	0	-2	-3	1
c1cncc(CNCCN2CCNCC2)c1	nt	2	nt	13	-6	nt	-14	nt
COC(=O)C1=C(c2ccc(OC(F)(F)F)cc2)C[C@@H]2CC[C@H]1N2C(=O)NCCCOC(C)C	5	3	23	12	3	9	-3	-8
COc1ccccc1-n1c(O)c(C=NCc2ccc3c(c2)OCO3)c(=O)[nH]c1=O	18	-7	-2	-15	1	4	-7	-7
CN(C)CC1CSCCC1(O)c1ccc(C(F)(F)F)cc1 (stereo unspecified)	-8	2	1	20	-1	-8	-17	-10
Cc1cc(C)cc(OCCOc2cccc(C=C3C(=O)NC(=O)NC3=O)c2)c1	-5	-3	12	19	8	0	5	4
S=P(N1CCCCCC1)(N1CC1)N1CC1	nt	3	nt	-2	-8	nt	6	nt
C=CCn1c(O)c(C=NCCN(C)C)c(=O)[nH]c1=O	18	2	-1	26	-6	4	0	-2
CC1=Nc2ccccc2/C1=C/c1c(O)n(C)c(=O)[nH]c1=O	-6	27	6	8	1	-12	12	-9
COc1ccc(C(=O)C23CN4CN(CN(C4)C2)C3)cc1	12	0	-4	3	-5	10	7	5
COC(=O)C1=C(c2ccc(OC(F)(F)F)cc2)C[C@@H]2CC[C@H]1N2C(=O)NC(C)C	-3	1	6	12	-4	3	2	4
C[C@]12CC[C@H](O)CC1C(=O)CC1C2CC[C@@]2(C)C1CC[C@@H]2O (stereo partly specified)	5	-1	8	12	-1	8	-3	-10
COC(=O)CC1=C(C(=O)OC)C2(C(=O)N(C)c3ccccc32)C(C#N)=C(N)O1 (stereo unspecified)	1	-2	5	-4	-6	0	-4	-7
Cc1cc(C(=O)N2CCC3(CC2)OCCO3)no1	-24	1	1	0	0	-13	-4	-5
C[C@]12CCC3[C@@H](CCC4=CC(=O)CC[C@@]43CO)C1CCC2=O (stereo partly specified)	-42	-1	2	18	-2	-9	-8	-2
CC1=C(C(=O)O)N2C(=O)C(NC(=O)CCCC(=O)O)C2SC1 (stereo unspecified)	-9	-2	14	8	13	3	21	-2
C/C(=N\NC(=O)c1ccncc1)c1c(O)n(-c2ccccc2)c(=O)[nH]c1=O	-22	-5	-3	-52	-4	9	-2	-9
CN(C)S(=O)(=O)c1cc(NC(=O)C[N+]23CCN(CC2)CC3)ccc1Cl	0	0	-2	16	-11	7	-12	-10
O=C1C(=O)N(c2ccccc2)P(=O)(N(CCCl)CCCl)N1c1ccccc1	nt	-2	nt	-3	-4	nt	2	nt
C=CCn1c(O)c(C(CC)=Nc2ccc(N(C)C)cc2)c(=O)[nH]c1=O	-32	-31	6	28	-4	2	12	-6
CC(=O)c1cn(Cc2ccc(C#N)cc2)c2ccccc12	-16	3	2	9	-6	5	-1	10
Cn1c(=O)c2c(nc(N/N=C/c3c(O)n(-c4ccccc4)c(=S)[nH]c3=O)n2C)n(C)c1=O	1	-49	8	4	-3	4	36	0
CC1CN=C(NCc2ccccc2Cl)S1 (stereo unspecified)	8	3	18	22	-5	8	0	-10
COc1ccc(C(c2ccc(OC)cc2)C(Cl)(Cl)Cl)cc1	4	-2	11	6	-1	-11	10	-6
CC(C)CNC(=O)/C=C/C=C/CCCCCC/C=C/c1ccc2c(c1)OCO2	-6	4	-5	30	-3	7	6	-3
Cc1ncc([N+](=O)[O-])n1CCOC(N)=O	-4	2	-2	17	-5	1	11	-1
COC(=O)C1=C(c2cc3ccccc3o2)C[C@@H]2CC[C@H]1N2C(=O)N1CCCC1	-14	1	11	5	-6	11	2	-11
O=[N+]([O-])c1ccccc1-c1cc(-c2ccccc2)cc(-c2ccccc2)[n+]1Cc1ccccc1Cl	-2	nt	53*	nt	6	2	-5	0
c1ccc(CCc2ccc3n2Cc2cnnn2-c2ccccc2-3)cc1	nt	-2	nt	-375	6	nt	16	nt
CCOC(=O)c1c(C)[nH]c(C(=O)C(Cc2ccccc2)N(C)C)c1C (stereo unspecified)	-14	0	-4	10	1	6	-23	-5
CN1CC[C@@]2(C)c3cc(O)ccc3N(C)C2O1 (stereo partly specified)	57*	-10	92*	-77	16	34	64*	24
O=C1C2CCCN2C(c2cccs2)N1c1ccccn1 (stereo unspecified)	8	2	0	17	0	1	0	3
CC1(C)C2([N+](=O)[O-])CN3CC1([N+](=O)[O-])CN(C2)C3c1ccccn1 (stereo unspecified)	-4	2	-8	16	-8	0	15	-7
CCCC[N+]12CCC(CC1)C(=C(c1ccccc1)c1ccccc1)C2	-1	1	7	18	-6	-5	9	-6
CC[N+](CC)(CC)CCCOC(=O)C(O)(c1ccccc1)C1CCCCC1 (stereo unspecified)	-24	2	-4	20	-6	7	-21	1
Oc1ccc(Cl)cc1CN1CCN(Cc2ccccc2)CC1	-7	2	5	15	3	1	6	-2
CC(C)CCn1c(=O)c(C(=O)Nc2ccccc2S(N)(=O)=O)c(O)c2ccccc21	8	0	31	-89	0	3	11	7
CCOc1ccc(CNCCc2ccc3c(c2)OCO3)cc1	7	1	5	16	0	5	-13	1
CCN1C(=O)NC(=O)C2(CCCC2)C1=O	nt	2	nt	2	-11	nt	-7	nt
COc1cccc(NP(=O)(Oc2ccccc2)Oc2ccccc2)c1	-9	2	23	21	2	6	8	-7
c1ccc(C2CC3CC4(CCCC4)N2O3)cc1 (stereo unspecified)	-7	6	-5	2	-8	-2	-11	5
O=c1[nH]c(=S)[nH]c(O)c1CN1CCCCC1	-1	1	-14	15	-5	1	-17	8
